From PubChem BioAssay
Scp1 inh: Scp-1 (human) phosphatase inhibition. 340,000 compounds, 0.88% hits. Q9GZU7. Recombinant Scp1, phosphopeptide, malachite green phosphate absorbance. inhibition, % at 20 µM;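 active = inhibition above about 50% at 20 µM, limit read from the data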;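 also: plate controls were DMSO wells with enzyme for no effect and wells lacking enzyme for full effect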
Target sequence (Q9GZU7 76-261 limits assumed): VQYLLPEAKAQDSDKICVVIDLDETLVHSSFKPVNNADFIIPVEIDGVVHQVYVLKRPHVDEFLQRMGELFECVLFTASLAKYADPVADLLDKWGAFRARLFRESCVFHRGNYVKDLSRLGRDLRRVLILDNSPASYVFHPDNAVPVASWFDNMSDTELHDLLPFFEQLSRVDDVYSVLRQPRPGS
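Material: truncated SCP-1 phosphatase (76-261aa) / Buffer or medium: 50 mM Tris acetate pH 5.5, 0.005% Tween-20, 10 mM MgCl2 / Compound dosing: one concentration, 20 µM, with 1.0% DMSO / Incubation: 45 min room-temperature reaction, 5 min colour, 30 min stabiliser / Detection: colorimetric free-phosphate detection, absorbance 630 nm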
PABP1 MLLE inh: blocks PAM2 peptide binding to the PABP1 MLLE domain; P11940; GST-MLLE / FITC-PAM2 fluorescence polarization; inhibition, % at 20 µM; 360,000 compounds, 0.36% hits; AID 588489; in the data active = inhibition above about 35%, passing the limit was not always enough;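 also: plate controls were DMSO wells with GST-MLLE for no effect and wells lacking GST-MLLE protein for full effect; some results filed as inactive read as strong as hits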
LMPTP inh: LMPTP (human) inhibition. P24666. recombinant LMPTP-A, OMFP fluorogenic substrate, fluorescence intensity. inhibition, % at 20 µM. 360,000 compounds, 0.22% hits;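 active = compounds that cut the enzyme signal by at least half of the control window in the single-dose screen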;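 also: plate controls were DMSO wells with enzyme plus substrate for no effect and substrate without enzyme for full effect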
Target sequence (P24666 whole entry, looked up): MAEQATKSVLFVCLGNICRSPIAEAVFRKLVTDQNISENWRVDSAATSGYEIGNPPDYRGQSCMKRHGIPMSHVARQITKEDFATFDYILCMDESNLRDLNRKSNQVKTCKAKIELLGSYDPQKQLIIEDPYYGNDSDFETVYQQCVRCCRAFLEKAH
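Test system: LMPTP-A phosphatase enzyme; input: 0.625 nM LMPTP-A final; reagent: OMFP substrate, 400 µM final; compound dosing: 20 µM single dose, 3% DMSO; incubation: 50 min dark incubation at room temperature; measured by: endpoint fluorescence intensity from OMFP dephosphorylation; measure: % inhibition relative to no-enzyme and uninhibited control wells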
Tb MetRS inh: Trypanosoma brucei MetRS inhibition. 360,000 compounds, 0.4% hits. inhibition, % at 11.9 µM. purified T. brucei MetRS, ATP depletion, Kinase-Glo luminescence. AID 624268;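 active = inhibition above a per-plate cutoff of the control wells' mean inhibition plus 3 SD, cut at about 5.5% in these data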;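 also: 0% = DMSO wells median and 100% = median of wells with control inhibitor compound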
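Material: T. brucei methionyl-tRNA synthetase, purified; reagent: substrates ATP, L-methionine and bulk Escherichia coli tRNA; dosing: 11.9 µM single point; timing: 15 min plus 2 h at 25 °C; detection: luminescence of leftover ATP; evaluation: % inhibition; control set: DMSO-only wells as low control; replicates: singlicate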
NadD inh: blocks S. aureus nicotinate mononucleotide adenylyltransferase. purified NadD enzyme, colorimetric absorbance read-out. inhibition, % at 20 µM. 360,000 compounds, 0.78% hits; in the data active = inhibition above about 26%; also: some compounds past the cut are filed as inactive
Rpn11 block: blocks the human proteasome subunit Rpn11. O00487. human 26S proteasome, Ub4-pepOG fluorescence polarization; 20S core pre-blocked with epoxomicin. calls only at 20 µM. 360,000 compounds, 0.59% hits;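 active = inhibition at 20 µM, scaled to each plate's controls, above about 33%, limit read from the data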
Target sequence (O00487 whole entry, looked up): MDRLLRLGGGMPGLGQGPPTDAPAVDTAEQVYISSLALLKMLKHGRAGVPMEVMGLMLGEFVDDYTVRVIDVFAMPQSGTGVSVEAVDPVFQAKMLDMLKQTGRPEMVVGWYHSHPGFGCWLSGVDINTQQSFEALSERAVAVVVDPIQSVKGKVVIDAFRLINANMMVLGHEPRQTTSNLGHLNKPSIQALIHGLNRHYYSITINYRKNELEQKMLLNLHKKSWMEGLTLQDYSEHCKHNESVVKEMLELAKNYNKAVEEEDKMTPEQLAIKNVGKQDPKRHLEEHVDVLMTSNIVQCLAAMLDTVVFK
STEP inh: inhibitors of human striatal-enriched phosphatase STEP; AID 588621; 360,000 compounds, 0.25% hits; inhibition, % at 20 µM; recombinant STEP, OMFP fluorogenic substrate, fluorescence; P54829;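 active = inhibition at 20 µM, scaled per plate between control wells, above about 37%, limit read from the data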;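 also: 0% = DMSO with enzyme and substrate and 100% = substrate only without enzyme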
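Test system: STEP tyrosine phosphatase / Reagent: OMFP at 25 µM / Doses: 20 µM, 1% DMSO / Read-out: percent inhibition scaled to no-enzyme and uninhibited-enzyme controls, plate-pattern corrected / Detection: FITC-channel fluorescence of OMFP product / Medium: Bis-Tris buffer pH 6.0, 2.5 mM DTT, 0.005% Tween 20 / Schedule: 20 min at room temperature, dark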
SUMO1 PPI mod: SUMO1-SIM interaction modulation | P63165 | SUMO1 binding to a labelled peptide, TR-FRET, 1 h | inhibition, % at 20 µM | 360,000 compounds, 0.33% hits | AID 602429; in the data active = inhibition above about 37%
Target sequence (P63165 whole entry, looked up): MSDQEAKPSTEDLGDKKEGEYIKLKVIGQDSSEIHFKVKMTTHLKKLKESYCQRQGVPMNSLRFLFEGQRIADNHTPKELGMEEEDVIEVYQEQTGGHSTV
CSN deneddyl inh: blocks human CSN-mediated cullin deneddylation; 360,000 compounds, 0.38% hits; AID 651999; Q92905; Purified CSN, SCF-Nedd8-OG deneddylation, fluorescence polarization; inhibition, % at 12.5 µM;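 active = pattern-corrected inhibition above about 35%, with an unprinted fluorescence ratio check between 0.5 and 1.5, limit read from the data, passing the limit was not always enough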;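 also: 0% = enzyme with substrate and 100% = substrate without enzyme; some results filed as inactive read as strong as hits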
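Assay system: purified human Csn5 enzyme expressed in HEK293T cells; Input: 0.24 nM Csn5 enzyme, final concentration; Reagent: 10 nM SCFSkp2-Nedd8OG; Compound dosing: 12.5 µM single point; Times: reaction 90 min, room temperature; Technique: fluorescence polarization readout.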
DNMT1 inh: DNMT1 (human) enzyme inhibition; DNMT1 molecular beacon, Hinp1I cleavage, fluorescence; inhibition (reported as % activation of signal), % at 10 µM; 360,000 compounds, 0.83% hits; AID 588458; in the data active = inhibition above about 50%
Numbers without * were called inactive; i = inactive; . = not tested or not shown; + = active, no number.

No. | mol | CSN deneddyl inh | STEP inh | PABP1 MLLE inh | DNMT1 inh | Rpn11 block | LMPTP inh | Scp1 inh | NadD inh | Tb MetRS inh | SUMO1 PPI mod
1 | COc1ccc(COC(=O)C2=C(C)NC(=O)NC2c2cc(OC)ccc2OC)cc1 (stereo not given) | -3.2 | -0.2 | -9.6 | -0.5 | i | -0.2 | -4.7 | 4.9 | -0.1 | 5.6
2 | Cc1ccc(C2CC(C(F)(F)F)n3ncc(C(N)=O)c3N2)cc1 (stereo not given) | -5.4 | -3.2 | -8.9 | 2.0 | i | -1.4 | 0.8 | -1.5 | -0.8 | 1.3
3 | Cc1cc2ccccn2c1C(=O)c1ccc(C#N)cc1 | 0.1 | 2.0 | -9.1 | -1.6 | i | -0.1 | -7.5 | -5.4 | -0.7 | -27.0
4 | O=C(Cc1ccc([N+](=O)[O-])cc1)c1ccc(O)cc1O | 5.1 | 0.9 | 14.9 | 3.2 | i | 1.4 | -12.6 | -9.9 | 0.2 | -22.3
5 | Cc1nnc(SCc2nc3scc(-c4ccccc4)c3c(=O)[nH]2)s1 | 12.5 | -1.3 | -38.0 | -1.6 | + | 0.6 | -0.8 | -2.8 | -0.4 | -3.3
6 | N#Cc1ccccc1NC(=O)C1CCCO1 (stereo not given) | -0.5 | 3.0 | -2.3 | 2.1 | i | -1.3 | . | -1.9 | -0.1 | 0.8
7 | O=C(COc1ccccc1)Nc1ccc2[nH]c(=O)[nH]c2c1 | -0.5 | 0.2 | -39.1 | 0.6 | i | -1.3 | 12.3 | 4.8 | -0.1 | 8.0
8 | Cc1ccccc1-n1nc(C)c2c1N=C1C(Cl)=CC(Cl)=CN1C2c1ccc(C(=O)O)cc1 (stereo not given) | -1.6 | -2.2 | -9.7 | 1.5 | i | -0.2 | 0.6 | 10.9 | -1.6 | -5.1
9 | O=C(Nc1nnc([C@H]2C[C@H](O)[C@@H](CO)O2)s1)c1cccc(C(F)(F)F)c1 | 6.6 | 0.6 | -2.7 | 3.0 | i | 5.7 | . | 0.8 | 0.8 | 8.2
10 | O=c1c2ccccc2ncn1-c1cccc(Cl)c1 | -7.0 | 0.2 | 1.2 | 4.3 | i | -0.5 | -2.0 | -10.1 | -0.8 | 2.9

Reprinted from the part before: two compounds, followed by the next part.
No. | mol | CSN deneddyl inh | STEP inh | PABP1 MLLE inh | DNMT1 inh | Rpn11 block | LMPTP inh | Scp1 inh | NadD inh | Tb MetRS inh | SUMO1 PPI mod
9 | O=C(Nc1nnc([C@H]2C[C@H](O)[C@@H](CO)O2)s1)c1cccc(C(F)(F)F)c1 | 6.6 | 0.6 | -2.7 | 3.0 | i | 5.7 | . | 0.8 | 0.8 | 8.2
10 | O=c1c2ccccc2ncn1-c1cccc(Cl)c1 | -7.0 | 0.2 | 1.2 | 4.3 | i | -0.5 | -2.0 | -10.1 | -0.8 | 2.9
11 | Cc1nc(CNS(=O)(=O)c2cc(C)c(C)cc2C)cs1 | 3.1 | 0.6 | 8.4 | 2.9 | i | -2.8 | 0.8 | -2.3 | -0.3 | -3.4
12 | Cc1cccc(C)c1-n1c(C)cc(/C=N/NC(N)=S)c1C | 0.9 | -2.1 | -41.0 | -5.1 | i | 1.6 | 10.1 | 9.1 | 0.6 | -2.4
13 | COc1ccc(/C=N/n2cnc3c([nH]c4ccc(F)cc43)c2=O)cc1CSc1ccccn1 | -1.2 | -1.0 | 7.1 | 22.5 | i | -1.7 | -9.0 | 0.2 | -0.3 | 4.4
14 | Cn1cc(C(=O)N2CCCC(Nc3ccc(F)cc3)C2)c2ccccc21 (stereo not given) | 3.2 | 2.0 | -1.7 | -1.9 | i | 0.8 | -2.3 | 8.3 | 1.0 | -0.8
15 | CCOC(=O)C1=CCN(S(=O)(=O)c2ccccc2C)C1c1ccc(C)cc1 (stereo not given) | 2.7 | 0.8 | 9.7 | 1.3 | i | 0.4 | . | -7.0 | -0.7 | -1.4
16 | CCCC#Cc1ccc2c(c1)COc1c3ccccc3nn1-2 | -0.4 | 1.4 | -18.6 | -0.3 | i | 4.3 | -2.3 | 4.8 | -0.4 | -6.6
17 | Cc1ccc(/C=C/S(=O)(=O)N2CCC(C(=O)O)CC2)cc1 | -4.9 | 0.6 | -11.2 | 5.6 | i | -0.3 | 2.4 | -1.7 | -1.8 | -2.6
18 | CCCCn1c(-c2nonc2N)nc2ccccc21 | 1.8 | 2.3 | -8.1 | -0.5 | i | 1.6 | -8.1 | -7.8 | -0.3 | 1.7
19 | Cc1ccc(C(=O)N(c2c(C)n(C)n(-c3ccccc3)c2=O)C(C)C)cc1 | 7.9 | -3.3 | -3.7 | 2.6 | i | -1.1 | -6.3 | -0.8 | -0.8 | -0.6
20 | O=C(C=Cc1ccc2c(c1)OCO2)OCC=Cc1ccc2c(c1)OCO2 | -3.6 | 4.0 | 3.1 | -1.8 | i | 2.3 | -16.0 | 3.4 | 0.0 | 5.1
21 | O=C(c1noc2c1CCCC2)N1CCN(Cc2ccccc2)CC1 | -4.8 | -1.0 | -8.9 | -1.0 | i | -1.2 | -3.4 | -1.2 | -0.8 | -0.2
22 | COCCCNC(=S)N1CCN(C(c2ccccc2)c2ccccc2)CC1 | 5.2 | 3.1 | -125.0 | 3.5 | i | -1.4 | 1.7 | -0.7 | -0.7 | 15.1
23 | C[C@@H]1CN([C@@H](C)CO)C(=O)CCCn2nncc2CO[C@H]1CN(C)C | 1.5 | -1.2 | 5.8 | 4.5 | i | -2.4 | . | -2.7 | 0.4 | 3.1
24 | CCN(CC)S(=O)(=O)c1cc(C(=O)N(C)CC(=O)Nc2ccc(Cl)cc2)ccc1Cl | -5.9 | -4.9 | -7.8 | -4.1 | i | -1.1 | -5.5 | -9.5 | 43.4* | -1.6
25 | NC(=O)c1ccccc1NC(=O)CSc1cn[nH]n1 | -3.4 | -1.5 | 13.4 | 3.0 | i | -1.2 | -7.1 | -0.6 | 0.0 | 5.0
26 | O=C(c1ccc(S(=O)(=O)N2CCCCC2)cc1)N1CCCc2ccccc21 | 4.9 | 3.7 | 10.3 | -2.4 | i | 19.2 | -4.3 | 5.6 | -1.0 | 3.3
27 | Cc1cc(C)nc(-n2nc(C)cc2NC(=O)CN2CCCC2)n1 | -3.3 | -4.2 | -13.1 | -1.1 | i | -0.6 | -6.7 | -0.4 | -0.2 | -4.5
28 | CCN(CC)C(=O)c1[nH]cnc1C(=O)N[C@@H](C)C(=O)OC(C)(C)C | -2.5 | 1.5 | 5.2 | 0.7 | i | -0.6 | -0.2 | -3.8 | -0.3 | 3.6
29 | Cc1ccc(NCCc2ccc(C)nc2)cc1 | 2.3 | -1.4 | 9.8 | -5.1 | i | -2.5 | -15.4 | -8.3 | -1.3 | 3.5
30 | O=C(Oc1ccccc1)c1ccc(NC(=O)c2ccco2)cc1 | -0.8 | -0.3 | 18.5 | -10.2 | i | 2.7 | 7.3 | 0.3 | -1.0 | 1.0
31 | O=C(CSc1nnnn1C1CCCCC1)N1c2ccccc2Sc2ccccc21 | 4.6 | 2.1 | 6.8 | -6.8 | i | 2.6 | -2.2 | 6.5 | -1.0 | -0.4
32 | O=C(O)C1=C[C@H](c2ccc3c(c2)OCO3)C[C@H](OCCCCO)O1 | -1.3 | 2.1 | -4.1 | 0.5 | i | -0.2 | 9.2 | -0.5 | -0.3 | -2.4
33 | O=C(CN(Cc1cccs1)C(=O)CCC(=O)Nc1ccccn1)NCc1ccccc1 | -3.7 | -4.2 | 1.7 | 4.6 | i | 0.1 | 3.4 | -2.5 | 0.2 | 0.1
34 | CCn1c2ccccc2c2nnc(NN)nc21 | 1.1 | 0.9 | 1.3 | -12.6 | i | 1.8 | -14.2 | 2.3 | -0.6 | -8.0
35 | CCCN1CCC(=O)N([C@H](CSc2ccccc2)Cc2ccccc2)CC1 | -3.9 | 1.7 | 0.5 | 2.9 | i | 0.0 | -0.2 | 0.5 | 0.5 | 5.3
36 | Cn1nnnc1Sc1ncnc2scc(-c3cccc(S(C)(=O)=O)c3)c12 | 0.8 | -2.8 | -18.1 | -3.2 | i | -0.8 | -2.3 | -1.1 | -0.2 | 1.1
37 | O=C(COC(=O)Cc1c(Cl)cccc1Cl)Nc1ccc(OC(F)(F)F)cc1 | -4.1 | -2.3 | 3.3 | -2.8 | i | 4.2 | -8.0 | -5.2 | 0.3 | 3.2
38 | Nc1nnc(SCC(=O)N2CCc3ccccc32)n1-c1ccccc1 | 3.0 | -3.9 | 9.3 | 0.0 | i | -0.2 | 5.2 | 5.6 | 0.3 | 0.0
39 | CCC/C(=N\NC(=O)C1CC1)c1ccccc1 | 5.5 | -1.1 | -10.1 | 0.4 | i | -1.4 | -11.4 | -2.0 | -0.2 | 4.0
40 | CC(=O)Nc1ccccc1NC(=O)c1cccc2ccccc12 | 4.0 | -3.8 | -8.5 | -5.7 | i | -0.4 | -6.8 | 7.8 | 0.5 | 2.0
41 | Cc1ccc(C(=O)Nc2cccc(C(=O)N/N=C/c3ccccc3F)c2)cc1 | -0.8 | -3.9 | -14.1 | -1.4 | i | 2.3 | -5.9 | 1.0 | -1.0 | -1.3
42 | Cc1ccc(S(=O)(=O)N2CCN(C(=O)C(C)Cn3nc(C)c(C)c3C)CC2)cc1C (stereo not given) | -4.2 | -0.1 | 7.7 | 0.1 | i | -0.5 | -2.0 | 3.1 | 0.9 | 0.2
43 | COC(=O)Cn1c2ccc(C)cc2c2nc3ccccc3nc21 | 0.1 | 2.2 | 6.1 | -8.3 | i | -1.0 | -0.3 | -7.3 | -1.5 | -9.9
44 | COc1ccc(OC)c(N(CC(=O)Nc2cccnc2)S(=O)(=O)c2ccc(OC)c(OC)c2)c1 | -4.8 | -2.5 | 5.2 | 2.1 | i | -2.0 | -1.8 | -2.6 | -0.5 | -0.5
45 | Cc1ccc(-c2nc(C)sc2CC(=O)Nc2cccc(C)c2C)cc1 | 2.6 | -3.8 | 9.9 | 2.1 | i | 0.0 | -3.9 | -4.1 | 0.1 | 1.9
46 | Cc1nc2c(-c3ccc(F)cc3)c(C)nn2c(C)c1CCC(=O)Nc1ccc(F)cc1F | -5.1 | 1.2 | 12.8 | 11.4 | i | 4.5 | 3.5 | -7.2 | -1.6 | -5.4
47 | O=C(NCCCN1CCOCC1)c1cc2c(=O)[nH]c3ccccc3c2s1 | 9.6 | -0.4 | -11.2 | -3.0 | + | 2.8 | 12.5 | -3.1 | -0.1 | -1.6
